# Fluorescein autfl: fluorescein region autofluorescence; 0.91% of 59,000 active; AID 593; Compound autofluorescence, 480/540 nm, fluorescein-equivalent; active compounds read high; max fluorescein-equivalent concentration, M; in the data active means max fluorescein-equivalent concentration above about 10 nM; inconclusive means between about 1.1 nM and that limit
#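 Fluorescein stocks ranging 3 mM down to 300 nM, plus DMSO blanks, were pinned alongside compounds to build a per-plate standard curve. Buffer: 100 mM Tris, pH 8.0. Incubation 15 min, room temperature; filters 480/540 nm.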
# 4-MU autofl: 4-MU region autofluorescence | max dye-equivalent concentration, M | compound autofluorescence, 340/450 nm, 4-MU equivalents; active compounds read high | AID 589 | 11% of 59,000 active; in the data active means max dye-equivalent concentration above about 10 nM; inconclusive means mostly about 1.1 nM to 9.6 nM
#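 Intrinsic fluorescence at 340/450 nm (ex/em) was read after 15 min at room temperature in pH 8.0, 100 mM Tris. Each compound concentration expressed as 4-MU-equivalent concentration from a six-point 4-MU standard series on each plate.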
# HEK293 cAMP ctrl: parental HEK293 cAMP activation (counter-screen); Potency, µM (doses to about 57.1 µM), without a hit: at the highest dose activation, hits mostly activators; parental HEK293 CNG cAMP sensor, membrane potential fluorescence; 2.5% of 73,000 active; further: potency means the concentration at half of the fitted maximal effect; % of control where 0% means no effect; nearly all actives have a fitted effect of over 55% in size
#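 Parental HEK 293 cells stably expressing a modified CNG channel (no TSHR) report cAMP rise as membrane depolarization. Membrane potential dye with 100 uM RO 20-1724 was loaded for 60 min at room temperature, then compound added for 30 min; fluorescence read at 590 nm.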
# Caspase-1 inhib: blocks human caspase-1 allosterically or competitively | 0.03% of 75,000 active | Caspase-1 enzyme, Ac-WEHD-AFC fluorogenic rate | P29466 | Potency, µM (doses to about 57.5 µM), without a hit: top-dose activity change, negative = inhibition, most hits filed as inhibitors;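 further: potency means the concentration at half of the fitted maximal effect; plate controls were vehicle for no effect and no substrate for full effect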
# Target sequence (P29466 120-297 limits assumed): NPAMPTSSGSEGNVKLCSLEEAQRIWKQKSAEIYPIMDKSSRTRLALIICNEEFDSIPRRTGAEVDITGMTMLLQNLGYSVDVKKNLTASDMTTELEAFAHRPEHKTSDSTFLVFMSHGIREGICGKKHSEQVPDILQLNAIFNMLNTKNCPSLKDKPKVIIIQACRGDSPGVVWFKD
# Target sequence (P29466 317-404 limits assumed): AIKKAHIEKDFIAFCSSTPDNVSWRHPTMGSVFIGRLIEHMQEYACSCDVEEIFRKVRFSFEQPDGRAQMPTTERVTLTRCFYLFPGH
# A350 autofl: A350 region autofluorescence; AID 590; Compound autofluorescence, 340/450 nm, Alexa 350 dye-equivalents; active compounds read high; 11% of 59,000 active; max dye-equivalent concentration, M; in the data active means max dye-equivalent concentration above about 10 nM; inconclusive means mostly about 1.1 nM to 9.6 nM
# USP2a inhib: USP2a (human) protease inhibition; Potency, µM (top dose mostly 38.3 µM), for the others: top-dose activity change, negative = inhibition, usual class: inhibitors; AID 927; USP2a enzymatic assay, qHTS inhibition; 0.1% of 60,000 active;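 further: potency means the concentration at half of the fitted maximal effect; nearly all actives have a fitted effect of over 60% in size; plate controls were DMSO for no effect and NEM full inhibition control for full effect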
#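 Coupled readout: USP2-cleaved Ub-PLA2 (20nM final) turns over NBD C6-HPC (20uM final), Ex 460nm/Em 535nm after 2.5 h, time-zero read flagging artifacts. Enzyme (20nM final, pH 8.0 Tris) given 30 min RT with compound first; NEM defines full inhibition.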
# BRCT PPI red: disrupts BRCA1 BRCT binding to phosphoprotein, red fluorophore readout; BRCT-phosphopeptide binding, red fluorescence polarization; 0.03% of 75,000 active; P38398; AID 892; Potency, µM (series often up to 76.9 µM), for inactives: at the top dose activity change, negative = inhibition, hits mostly inhibitors; further: on the % scale 0 is the no-effect control and ±100 the full control effect
#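 Rhodamine-labelled pBACH1 10-mer (100 nM) bound to BRCT domain (100 nM) at pH 7.3; compounds incubated 12 min room temperature, polarization read. Free peptide defines full inhibition; unlabelled decapeptide titrated as control.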
# Casp7 inh: caspase-7 (human) inhibition, allosteric or competitive; Potency, µM (top dose mostly 57.5 µM), inactives show top-dose activity change, negative = inhibition, most hits filed as inhibitors; recombinant caspase-7, Ac-DEVD-AFC fluorescence rate; AID 889; 0.02% of 75,000 active; active means well fitted inhibition curve with a large enough effect in the main read-out, with a control signal flat, not every such curve was filed as active; inconclusive means small, poorly fitted or top-dose-only effect, or a change in a side signal; further: potency means the concentration at half of the fitted maximal effect; % of control where 0% means no effect
# Target sequence (P55210 24-198 limits assumed): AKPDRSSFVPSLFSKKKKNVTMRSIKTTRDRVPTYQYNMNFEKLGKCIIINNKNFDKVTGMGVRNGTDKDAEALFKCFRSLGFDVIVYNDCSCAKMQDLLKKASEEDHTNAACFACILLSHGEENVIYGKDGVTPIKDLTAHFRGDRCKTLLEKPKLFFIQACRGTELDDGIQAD
# Target sequence (P55210 207-303 limits assumed): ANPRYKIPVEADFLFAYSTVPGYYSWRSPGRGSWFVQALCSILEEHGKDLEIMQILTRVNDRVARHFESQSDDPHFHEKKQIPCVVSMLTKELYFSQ
# Ub-GFP proteasome: proteasome inhibitors stabilizing ubiquitin-GFP reporter; Ubiquitin-GFP reporter cells, proteasome inhibition, GFP fluorescence; response scale: untreated = 0%, 10 µM MG-132 = 100%; Potency, µM (series often up to 45.9 µM), for inactives: top-dose activation (GFP accumulation), hits mostly activators; 67,000 tested, under 10 active; AID 526; active means well fitted activation curve with a large enough effect, not every such curve was filed as active; inconclusive means small, poorly fitted or top-dose-only effect, or another doubt; inactive means no such curve, though single readings can be large or run the other way; further: potency means the concentration at half of the fitted maximal effect
#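 U2OS cells expressing ubiquitin(G76V)-GFP, seeded overnight in 0.5% FBS medium, then treated 4 hr at 37 C across 46 uM to 2.9 nM. GFP-positive cells counted by laser cytometry (488 ex/515 em); %activity scaled between basal and 10 uM MG-132.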
# BRCT inh green: inhibitors of human BRCA1 BRCT-phosphoprotein interaction (green fluorophore). P38398. BRCA1 BRCT-phosphopeptide binding, green fluorescence polarization. Potency, µM (top dose mostly 76.9 µM), without a hit: at the highest dose activity change, negative = inhibition, most hits filed as inhibitors. 0.05% of 75,000 active;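 further: potency means the concentration at half of the fitted maximal effect; plate controls were peptide without protein for full effect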
#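 Compounds were incubated for 12 min at room temperature with a complex of 100 nM fluorescein-tagged pBACH1 decapeptide and 250 nM His-tagged BRCT protein. Buffer was phosphate pH 7.3 with EDTA, DTT and Tween 20. Disruption of binding lowers the polarization signal.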
# Epigenetic mod: epigenetic GFP locus derepression in mouse cells; mouse C127i GFP locus derepression, cytometry, 30 h; Potency, µM (highest dose often 46.1 µM), without a hit: at the top dose GFP derepression (activation); 0.09% of 68,000 active; AID 597; further: % of control where 0% means no effect
#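 Read-out is the number of GFP-positive cells, scored as fluorescent objects 20 to 120 um wide, reflecting derepression of a silenced CMV-GFP reporter in murine C127i cells after 30 h compound exposure at 37 C.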
# Numbers without * were called inactive; i = inactive; ? = inconclusive; · = no result given; [ ] = remark or other dose. Unless noted, the call rests on the fitted dose curve; in most records, active means well fitted curve in the direction sought with a large enough effect; inconclusive means small, poorly fitted or top-dose-only effect, or another doubt; inactive means no such curve, though single readings can be large; an effect the other way counts as inactive or inconclusive. The list is partial. The share of hits here may be higher or lower than overall.
SMILES,Fluorescein autfl,4-MU autofl,HEK293 cAMP ctrl,Caspase-1 inhib,A350 autofl,USP2a inhib,BRCT PPI red,Casp7 inh,Ub-GFP proteasome,BRCT inh green,Epigenetic mod
COc1ccc(NS(=O)(=O)c2ccc(C)c(C(=O)O)c2)cc1,i,i,-1.3%,2.1%,i,-9.2%,0.5%,7.4%,0.2%,-0.1%,1.2%
CCOCC(=O)N1CCc2ccccc21,i,i,3.1%,-13.1%,i,-1.6%,-0.5%,-0.7%,-2.3%,-1.3%,0.0%
CCOC(=O)C1=C(C)OC(N)=C(C(=O)OCC)C1c1ccncc1 (stereo not drawn),·,·,3.9%,0.3%,·,·,0.5%,-1.5%,12.5%,-1.4%,4.7%
Cc1ccc(OCc2nnc(SCC(=O)Nc3ccc4c(c3)OCO4)n2C)cc1,i,i,7.1%,1.0%,i,11.4%,-1.4%,-0.5%,2.2%,-2.9%,-1.3%
CC(C)CO/N=C1/C[C@@H](O)[C@@H](O)[C@@H]2[C@@H]3C(=O)N(C(C)(C)C)C(=O)[C@H]3CC[C@@H]12,·,·,3.7%[11.4 µM],-0.2%[11.5 µM],·,·,-1.5%[15.4 µM],0.3%[11.5 µM],·,-0.9%[15.4 µM],·
CCOc1ccc(C(=O)OCn2nnc3ccccc3c2=O)cc1OC,i,i,4.1%,1.8%,i,-3.4%,0.1%,0.8%,16.1%,-3.5%,1.2%
Cc1cc(Nc2ccc(F)cc2F)n2ncnc2n1,·,·,-2.2%,3.1%,·,·,-2.5%,-1.4%,-8.4%,-2.7%,0.0%
Cc1ccc(Cn2nnc3c(=O)n(CC(=O)N4CCCCC4)cnc32)cc1,i,i,22.0%,2.3%,i,0.7%,-3.1%,0.3%,-6.2%,-0.5%,-2.1%
CC1(C)CC(=O)c2cc(C(=O)NC3CCSC3=O)c(=O)n(-c3ccccc3)c2C1 (stereo not drawn),i,i,?,1.0%,i,5.1%,0.4%,-1.2%,-6.2%,-0.5%,4.4%
COc1ccc(N2CCN(c3oc(-c4ccco4)nc3C#N)CC2)cc1,i,i,14.6%,-4.2%,i,-5.9%,-1.3%,-1.7%,3.8%,-2.9%,4.7%
CCCCC(NC(C)=O)c1nc2ccccc2n1CCCC (stereo not drawn),i,i,8.5%,-1.1%,i,?,-0.6%,0.9%,-2.4%,-0.2%,0.0%
COc1ccc(-c2nnc(SCc3nnc(-c4ccccc4)o3)n2C)cc1OC,?,i,-11.8%,-0.2%,i,11.6%,-6.2%,0.2%,-3.9%,-3.0%,-0.1%
CCOC(=O)c1c(C)c(C(=O)N2CCN(c3cccc(Cl)c3)CC2)c(C)n1C,i,i,27.5%,-7.2%,i,11.1%,0.1%,-3.7%,-4.8%,-2.5%,0.0%
O=C(NC1CCS(=O)(=O)C1)c1ccccc1C(=O)c1ccccc1 (stereo not drawn),·,·,7.8%,1.4%,·,-6.5%,-0.9%,1.0%,0.0%,-1.1%,-0.6%
Cc1ccc(C(=O)Nc2nncs2)cc1S(=O)(=O)N1CCOCC1,?,i,17.3%,4.2%,i,-3.4%,-6.5%,-3.0%,0.9%,0.2%,-2.3%
O=C1CCCN1CCC1CCN(C(=O)Nc2ccccc2)CC1,i,i,?,-2.9%,i,3.4%,0.0%,0.2%,-1.3%,-0.6%,-2.7%
CC1(C)CC(=O)C(C=NC2CC(C)(C)NC(C)(C)C2)=C(O)C1,·,·,1.0%,0.9%,·,-0.7%,-0.5%,-0.8%,-2.7%,-2.2%,1.8%
FC(F)Sc1nnc(-c2cccs2)n1-c1ccccc1,i,i,?,-1.7%,i,6.2%,-1.0%,1.1%,-4.4%,-2.5%,0.0%
c1ccc(N2CCN(c3ccccc3)C2c2cccs2)cc1,·,·,9.5%,-6.3%,·,-13.6%,1.3%,-0.4%,7.1%,-1.4%,-2.2%
CC(C)C1Oc2ccccc2N(CC(=O)NCCCN2C(C)CCCC2C)C1=O (stereo not drawn),i,i,20.5%,0.7%,i,4.9%,1.2%,-0.4%,5.0%,0.8%,3.7%
CCOC(=O)C1=C(C)N=c2s/c(=C3\C(=O)Nc4ccccc43)c(=O)n2C1c1ccc2c(c1)OCO2 (stereo not drawn),?,i,-0.2%,1.1%,i,31.4%[activator],-1.3%,-1.1%,0.0%,-5.0%,-2.0%
O=C(NCCN1CCCCCC1)C1CCC(CNS(=O)(=O)c2cccc3cccnc23)CC1 (stereo not drawn),·,·,-5.0%,5.1%,·,·,0.6%,-2.0%,9.1%,-1.1%,0.0%
CCSc1nc2c(c(=O)[nH]1)C(c1cccnc1)C(C(=O)OC)=C(C)N2 (stereo not drawn),i,?,6.4%,-1.8%,?,-5.0%,-1.4%,2.1%,0.0%,-0.4%,1.0%
NC(=O)Cn1c(=O)oc2ccccc21,i,i,8.2%,0.3%,i,-9.0%,1.4%,-0.6%,-5.4%,-1.4%,0.5%
CCOC(=O)Nc1cc2c(cc1C(C)=O)OCO2,?,2.09e-07M*,6.8%,2.0%,2.67e-07M*,-4.4%,0.9%,0.1%,-4.5%,0.2%,-3.2%
O=C(NC1CCCCC1)NC1CC2CCC(C1)N2C(=O)NCc1ccccc1 (stereo not drawn),?,i,-8.0%,1.5%,i,1.4%,1.5%,-0.5%,4.0%,-0.2%,-1.5%
CSCCC(NC(=O)c1ccccc1)C(=O)NCc1ccco1 (stereo not drawn),i,i,11.2%,1.0%,i,-6.7%,0.9%,-1.6%,-4.2%,-3.2%,6.3%
O=C(OCc1nnc(-c2ccccc2)o1)c1ccc2c(c1)OCO2,?,i,39.8µM*,0.7%,i,-3.7%,1.0%,3.8%,-5.1%,0.5%,0.0%
Cc1ccc(C2C(C#N)=C(N)Oc3c2oc(CO)cc3=O)o1 (stereo not drawn),?,i,2.3%,?,i,·,-5.2%,-12.9%,0.6%,1.6%,1.2%
Cc1ccc(CNC(=O)CCS(=O)(=O)c2ccc(Br)s2)o1,?,i,2.7%,0.5%,i,6.6%,-0.1%,-2.2%,12.5%,-2.8%,-1.2%
CCCOC(=O)Nc1ccccc1C(N)=O,·,·,-4.2%,-0.4%,·,1.7%,-0.1%,2.3%,-8.7%,-1.2%,1.9%
COc1ccc(OC)c(N2C(=O)[C@@H]3C(c4ccccc4Cl)=NO[C@@H]3C2=O)c1,i,i,1.3%,-3.4%,i,39.4%[activator],-3.3%,-9.6%,3.8%,-2.7%,2.1%
CN1C(=O)C(O)(C2COC(C)(C)CC2=O)c2cc(Br)ccc21 (stereo not drawn),i,?,21.6%,1.3%,?,-5.4%,-0.6%,-2.5%,-6.3%,-2.8%,0.0%
c1ccc(-c2csc3ncnc(NCCN4CCOCC4)c23)cc1,i,i,4.4%,2.6%,i,-7.6%,0.7%,-1.1%,3.9%,1.9%,15.1%
COc1ccc(NC(=O)C2CC(=O)NC(Nc3cccc(C)c3)=N2)cc1 (stereo not drawn),?,i,9.9%,-1.2%,i,2.0%,-0.8%,-0.5%,-2.6%,-1.9%,-3.2%
COc1cc(CSc2nnnn2-c2ccc(C)cc2)cc(OC)c1OC,i,i,?,-1.1%,i,-18.1%,-0.6%,-0.8%,0.0%,0.2%,8.1%
Cc1cc(Oc2ccc(-c3ccccc3)cc2)nc(N2CCOCC2)n1,?,i,?,-0.6%,i,2.4%,0.7%,-2.8%,·,-3.4%,4.2%
CCn1c(CSc2nnc(-c3cccnc3)n2-c2ccccc2C)nc2cc(C(=O)O)ccc21,?,i,7.7%,-8.2%,?,-11.6%,25.1µM*,-0.1%[0.00368 µM],-0.8%,-0.3%,-2.5%
COC(=O)N1CCC[C@@]2(CCN(c3ccccn3)C2)C1,i,i,?,-14.5%,i,7.0%,-1.8%,-13.0%,-13.3%,-4.0%,2.2%[9.22 µM]
CCOC(=O)c1oc2cc(O)ccc2c(=O)c1-c1ccccc1OC,·,·,?,0.0%,·,-5.0%,-1.0%,1.2%,?,-1.3%,-0.3%
COc1cccc(NC(=O)CSc2nnc(Cc3cccn3C)n2-c2ccc(F)cc2)c1,·,·,12.1%,0.7%,·,·,-3.6%,-0.9%,4.5%,-2.4%,·
N#Cc1ccc(CN2CC3(CCN(C(=O)c4ccncc4)CC3)C2)cc1,i,i,-7.2%,-2.1%,i,-0.8%,-0.7%,0.5%,5.7%,0.1%,-2.3%[9.22 µM]

# High-throughput results (PubChem BioAssay)
